CHRM5 antagonist: human M5 muscarinic receptor antagonists, primary screen, CHO cells, Fluo-8 calcium fluorescence; CHO-hM5 cells, ACh EC80; inhibition, % at 3 µM; hit rate 0.59% among 360,000;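 active = inhibition above a per-plate cutoff, the mean of that plate's test compounds plus 3 SD, cut at about 27% in these data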;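 also: 0% = acetylcholine EC80 with DMSO and 100% = DMSO without agonist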
Target sequence (P08912 whole entry, looked up): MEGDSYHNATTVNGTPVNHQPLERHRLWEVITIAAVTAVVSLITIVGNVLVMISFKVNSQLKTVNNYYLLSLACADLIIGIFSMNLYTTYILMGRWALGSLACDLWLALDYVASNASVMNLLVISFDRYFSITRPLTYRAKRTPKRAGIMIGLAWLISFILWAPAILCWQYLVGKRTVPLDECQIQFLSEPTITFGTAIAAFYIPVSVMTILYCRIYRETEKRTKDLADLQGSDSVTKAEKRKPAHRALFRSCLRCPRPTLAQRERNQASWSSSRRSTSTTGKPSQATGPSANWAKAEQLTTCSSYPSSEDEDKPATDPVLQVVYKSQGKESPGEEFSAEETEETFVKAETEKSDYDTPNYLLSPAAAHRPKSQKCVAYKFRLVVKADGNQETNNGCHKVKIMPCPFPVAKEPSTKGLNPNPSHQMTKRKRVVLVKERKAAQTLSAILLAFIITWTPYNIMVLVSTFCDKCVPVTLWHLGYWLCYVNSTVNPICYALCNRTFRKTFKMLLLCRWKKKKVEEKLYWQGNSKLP
CRFBP-R2 agonist: agonists of CRF-BP/CRF-R2 complex, primary screen, cell-based, HEK293, calcium dye fluorescence, uHTS; CRF-binding protein / CRF receptor 2 complex (human); calcium dye fluorescence (FLIPR); percent of saturating CRF peptide response; activation, % at 13.2 µM; hit rate 0.46% among 350,000;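 active = activation of at least 50%, plus an integration ratio under a set limit after plate pattern correction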;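 also: plate controls were neutral control wells without compound for no effect and CRF at EC100 for full effect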
CHRM4 antagonist: human M4 muscarinic receptor antagonists, primary screen, CHO cells, Fluo-8 calcium fluorescence | inhibition, % at 3 µM | AID 624125, 2012 | Muscarinic acetylcholine receptor M4 (Homo sapiens), P08173 | hit rate 0.73% among 360,000 | CHO-hM4 cells, ACh EC80;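 active = inhibition above its plate's cutoff, the mean inhibition of sample wells plus 3 SD, cut at about 27% in these data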;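 also: 0% = acetylcholine EC80 with DMSO and 100% = DMSO without agonist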
M4 ag: human M4 muscarinic receptor agonists, primary screen, CHO-K1 cells, Fluo-8 calcium fluorescence | Muscarinic acetylcholine receptor M4 (Homo sapiens), P08173 | CHO-K1 hM4/Gqi5; vehicle 0%, full acetylcholine response 100% | activation, % at 3 µM | hit rate 0.14% among 360,000 | AID 624127, 2012;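 active = activation above the run mean over all test wells plus 3 SD, cut at about 32% in these data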;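 also: peak over basal fluorescence ratio per well then scaled between controls; 0% = DMSO wells and 100% = acetylcholine at EC100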
CHRM5 agonist: human M5 muscarinic receptor agonists, primary screen, CHO-K1 cells, Fluo-8 calcium fluorescence. CHO-K1 hM5 cells; 0% DMSO wells, 100% maximal acetylcholine response. activation, % at 3 µM. hit rate 0.19% among 360,000;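 active = activation above the run's mean over test compounds plus 3 SD, cut at about 23% in these data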;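 also: signal is peak over basal fluorescence ratio across the kinetic read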
CHRM5 PAM: human M5 muscarinic receptor positive allosteric modulators, primary screen, CHO-K1 cells, Fluo-8 calcium fluorescence. Muscarinic acetylcholine receptor M5 (Homo sapiens), P08912. CHO-K1 hM5, ACh EC20 PAM; 0% = ACh EC20, 100% = ACh EC100. activation, % at 3 µM. hit rate 0.3% among 360,000. AID 624038, 2012;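 active = activation above the run cutoff, the mean activation of all test compounds plus 3 SD, cut at about 18% in these data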
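Test system: CHO-K1 hM5 cells / Doses: single-point, 3 µM nominal / Times: Post-acetylcholine fluorescence recording 140 s / Technique: Fluo-8 calcium fluorescence / Measure: Max/basal fluorescence ratio as % of EC20–EC100 ACh window / Benchmarks: low control EC20 acetylcholine (0%), high control EC100 acetylcholine (100%) / Replicates: one well per compound, no replicates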
CHRM1 PAM: human M1 muscarinic receptor positive allosteric modulators, primary screen, CHO-K1 cells, Fluo-8 calcium fluorescence, 1536-well | Muscarinic acetylcholine receptor M1 (Homo sapiens), P11229 | CHO-K1 hM1, ACh EC20; 0% = ACh EC20, 100% = maximal ACh | activation, % at 3 µM | hit rate 0.088% among 360,000 | AID 588819, 2011; in the data active = activation above about 19%, passing the limit was not always enough
Target sequence (P11229 whole entry, looked up): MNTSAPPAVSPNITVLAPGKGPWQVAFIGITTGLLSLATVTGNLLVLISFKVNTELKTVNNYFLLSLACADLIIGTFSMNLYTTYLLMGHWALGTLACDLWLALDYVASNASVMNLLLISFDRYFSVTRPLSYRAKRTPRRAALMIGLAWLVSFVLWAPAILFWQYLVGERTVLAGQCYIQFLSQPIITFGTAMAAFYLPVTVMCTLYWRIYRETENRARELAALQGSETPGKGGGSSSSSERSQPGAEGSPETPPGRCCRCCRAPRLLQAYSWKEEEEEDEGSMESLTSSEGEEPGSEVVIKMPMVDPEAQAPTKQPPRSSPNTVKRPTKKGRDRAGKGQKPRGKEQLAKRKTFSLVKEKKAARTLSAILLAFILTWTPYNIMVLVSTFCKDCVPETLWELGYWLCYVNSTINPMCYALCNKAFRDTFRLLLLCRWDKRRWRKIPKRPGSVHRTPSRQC
CHRM4 PAM: human M4 muscarinic receptor positive allosteric modulators, primary screen, CHO-K1 cells, Fluo-8 calcium fluorescence; Muscarinic acetylcholine receptor M4 (Homo sapiens), P08173; CHO-K1 hM4/Gqi5, ACh EC20; 0% = ACh EC20, 100% = maximal ACh; activation, % at 3 µM; hit rate 0.4% among 360,000; AID 624126, 2012;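 active = activation above its plate's cutoff, the mean activation of sample wells plus 3 SD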; also: some results filed as inactive read as strong as hits
CHRM1 antagonist: human M1 muscarinic receptor antagonists, primary screen, CHO-K1 cells, Fluo-8 calcium fluorescence, 1536-well; Muscarinic acetylcholine receptor M1 (Homo sapiens), P11229; CHO-K1 hM1, ACh EC80 antagonist; inhibition, % at 3 µM; hit rate 1.3% among 360,000;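 active = percent inhibition above its own plate's cutoff, namely the mean of that plate's compound wells plus 3 SD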;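 also: peak over basal fluorescence ratio during 140 s after agonist addition; 0% = ACh EC80 plus DMSO and 100% = DMSO alone without agonist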
* marks the source's active call; other numbers are inactive results; nt = not tested or not shown.

SMILES	CHRM5 antagonist	CRFBP-R2 agonist	CHRM4 antagonist	M4 ag	CHRM5 agonist	CHRM5 PAM	CHRM1 PAM	CHRM4 PAM	CHRM1 antagonist
COc1ccc(CNC(=O)COc2cc(=O)n(C)c3ccccc23)cc1	-4	10	-9	2	-4	-3	5	-3	-3
CCN1CCN(CC(=O)Nc2ccc(C)cc2C)C(=O)C1=O	0	-1.0	-7	1	1	-1	9	4	-20
CCc1ccc(CN(C)CCc2ccccn2)cc1	1	2.6	-5	-1	-5	-2	-17	-4	20
COc1ccc(N2CCN(C(=O)CN=C3NS(=O)(=O)C(c4ccc(C)cc4)=C3C)CC2)cc1	-8	0.3	5	2	-2	5	3	1	-7
Cn1c(SCC(=O)c2ccccc2)nnc1-c1cccs1	2	0.3	2	1	-1	2	5	-7	-1
O=C1c2ccccc2S(=O)(=O)c2cc(C(=O)N3CCN(c4ncccn4)CC3)ccc21	13	-2.5	7	2	-3	-9	7	5	4
COc1ccc(CC(NC(C)=O)C(=O)NC2CCN(c3nc(C)cc(C)c3C#N)CC2)cc1 (stereo unspecified)	-3	-1.6	-8	3	-1	6	12	5	-3
Cc1cc(C(=O)N/N=C/C=C/c2ccccc2)c(C)o1	10	-1.8	2	0	-2	-6	2	-4	-6
COc1ccc(C(=O)N2CCC2(C)C(=O)O)cc1F (stereo unspecified)	-1	nt	-5	1	2	-2	4	-2	-14
Cc1ccc(NC(=O)Nc2nnc(-c3ccccc3F)s2)cc1	-3	-0.6	-9	1	1	5	9	10	-15
CCOc1cc(/C=C/c2ccc3cccc([N+](=O)[O-])c3n2)cc(Cl)c1O	-2	-1.3	-6	0	-1	0	5	4	-7
Cc1ccc2nc(Nc3ccc(C)c(C)c3)c3nncn3c2c1	9	2.3	-2	1	0	-1	-1	-2	-2
CSC1=N/C(=C\c2ccccc2Cl)C(=O)N1N(C)C	11	-0.5	8	9	4	-11	-6	-20	16
COc1cc(/C=C/C(=O)OCc2c(C)noc2C)ccc1OC(F)F	4	-0.3	-14	0	-12	-4	-1	9	20
COc1ccc2nc(N3C(=O)C(O)=C(C(=O)c4ccco4)C3c3ccccc3OC)sc2c1 (stereo unspecified)	-7	1.8	4	1	-1	6	9	2	-6
CC1CN(C(=O)c2cccc(COc3ccccc3Cl)c2)CC(C)O1 (stereo unspecified)	-1	0.6	0	6	-1	-7	1	-5	-1
O=c1[nH]c2ccc(S(=O)(=O)N3CCC(Cc4ccccc4)CC3)cc2o1	0	4.0	8	6	4	-4	-11	-2	26
CC(C)=Cc1oc2ccc([N+](=O)[O-])cc2c1N1CC(C)OC(C)C1 (stereo unspecified)	-6	-1.0	-7	1	-1	1	10	3	-12
Cc1ccccc1OCCC(=O)Nc1ccc(N2CCOCC2)cc1N1CCOCC1	-5	-1.7	-14	2	2	7	3	8	5
Cc1noc(C)c1C(=O)N(C)Cc1ccccc1	1	-0.8	-14	1	-4	-1	-2	0	1
COc1ccc(N2CCN(C(=O)[C@H](C)NC(=O)c3ccccc3Cl)CC2)cc1	14	0.8	-1	1	-2	-2	11	2	-5
COc1ccc(Sc2ccc(NC(=O)c3cccc(Cl)c3)cc2C#N)cc1	-7	nt	-6	1	0	-3	4	-1	-2
O=C(CCc1nnc(CCc2ccccc2)o1)N1CCCC1c1nccs1 (stereo unspecified)	9	0.6	-3	0	-1	-12	4	-1	-10
Cc1ccc(-n2nnnc2Sc2nc([N+](=O)[O-])nn2C)c(C)c1	-4	-0.6	5	1	-1	-3	7	2	-11
CCCNC(=O)C(Cc1ccc(F)cc1)NC(=O)c1ccc(C#N)cc1 (stereo unspecified)	15	-2.6	-9	0	-2	-2	10	5	-3
CC(=O)c1ccc(NC(=O)CN2CCN(c3ncccn3)CC2)cc1	-3	-3.8	-12	1	-2	-1	6	8	-9
Cc1ccc(C(=O)C(OC(=O)CN2C(=O)c3ccccc3C2=O)c2ccccc2)cc1C (stereo unspecified)	1	6.4	0	0	0	2	4	-1	-2
Cc1ccc2nc(Nc3nc(CSc4nnnn4-c4ccccc4)cc(=O)[nH]3)nc(C)c2c1	-7	-1.6	-10	1	-2	-4	7	6	-8
CN(C)C(CNC(=O)c1ccc(S(=O)(=O)NCc2ccco2)cc1)c1ccccc1 (stereo unspecified)	3	-0.1	-5	1	-5	-5	-19	-8	26
O=C(NCc1ccccc1Cl)C(=O)NCC1CCCN1S(=O)(=O)c1cccs1 (stereo unspecified)	4	0.2	3	3	1	2	3	-2	-5
CC(C)(C)OC(=O)C[C@H]1C/C=C\C[C@@H](CC(=O)N[C@@H](CO)Cc2ccccc2)C(=O)NC[C@@H](c2ccccc2)OC1=O	14	-0.6	-2	4	-2	-9	-3	3	5
COc1ccccc1CCc1nnc(CCC(=O)NC(C)Cc2cccs2)o1 (stereo unspecified)	4	2.2	1	1	-4	-8	5	9	-3
Cc1c(CCC(=O)NCCCn2ccnc2)c(=O)oc2c(C)c3oc4c(c3cc12)CCCC4	-5	-3.4	-6	0	-5	4	7	-1	-13
CCN(CC)S(=O)(=O)c1cccc(NC(=O)COC(=O)c2[nH]c(C)c(C(C)=O)c2C)c1	11	-1.1	4	11	2	-7	-16	-3	31*
Cc1ccccc1C(=O)N1c2ccccc2OCC1C(C)(C)C (stereo unspecified)	5	2.1	4	0	-6	-3	-2	-1	7
CCn1cc2nc(SCC(=O)Nc3ccc(OC)cc3OC)n(Cc3ccc(OC)cc3)c(=O)c2n1	6	1.6	-5	1	-1	3	5	2	-3
NC(=O)c1cc([N+](=O)[O-])ccc1NCCc1ccccc1	3	-0.1	-9	0	-4	-9	2	5	-5
CCOC(=O)c1cc(-c2ccc(/C=C3/C(=O)N(c4ccc(C(=O)O)cc4)N=C3C)o2)ccc1Cl	16	6.9	9	2	-2	-6	0	4	6
COc1ccc(CCNC(=O)COC(=O)Cc2ccccc2F)cc1	-4	-0.6	-10	1	-2	14	3	5	-8
CCOc1ccc2oc(C(=O)NNC(=O)c3ccccc3O)c(C)c2c1	5	0.6	-5	4	-2	-3	8	-2	-9
NS(=O)(=O)c1ccc(NC(=O)COc2ccc(S(=O)(=O)N3CCCC3)cc2)cc1	22	-0.2	2	0	-1	-3	-8	-7	14
Cc1ccc(C(=O)N2CCSCC2)cc1	1	-0.1	-3	0	-1	-3	2	-2	-2
Cc1ccc([C@H]2C(C(=O)O)=CC[C@@H](c3cccc(Cl)c3)N2S(=O)(=O)c2ccc(C)cc2)cc1	-6	-2.7	16	-1	0	3	6	-7	-14
Cc1[nH]nc2c1C1(CCC(c3ccccc3)CC1)C(C#N)=C(N)O2 (stereo unspecified)	-2	-2.2	-6	0	1	-1	17	12	-10
CC(C)NS(=O)(=O)c1ccc(NC(=O)c2cccnc2)cc1	-1	1.1	-11	2	1	0	-1	3	3
COc1ccc(OC)c(S(=O)(=O)Nc2ccc3c(c2)N(C(C)=O)CCC3)c1	1	-1.8	-9	2	0	-3	-4	1	1
Cc1ccc(N(CCC#N)C(=O)COC(=O)C2=COCCO2)cc1	-5	0.3	5	0	5	1	0	-3	0
COC(C[C@H](O)CC(=O)COCc1ccccc1)OC	2	-0.6	-2	-1	5	6	8	-2	-14
CN(Cc1ccc(-n2cccn2)cc1)Cc1cn(C)nc1-c1ccccc1F	0	-0.1	-4	2	-5	3	9	-1	-16
CCOc1cc(CNCC2CCCO2)cc(Br)c1OCC(N)=O (stereo unspecified)	1	-1.5	2	1	-3	1	3	18	-1
(list continues)
SMILES	CHRM5 antagonist	CRFBP-R2 agonist	CHRM4 antagonist	M4 ag	CHRM5 agonist	CHRM5 PAM	CHRM1 PAM	CHRM4 PAM	CHRM1 antagonist
Cc1nc(-c2ccccc2)sc1C(N)=O	-2	-0.8	7	0	-2	2	0	4	-21
Cc1cccc(-c2cnc(C(O)c3ccc(-c4ccccc4)cc3)[nH]2)c1 (stereo unspecified)	-2	nt	-13	3	-1	2	5	7	-14
C/C(CCc1ccc2c(c1)OCO2)=N\N=C(/N)SC1CC(=O)N(c2ccc(Cl)cc2)C1=O (stereo unspecified)	6	-0.4	-13	3	0	0	-1	4	-12
Cc1ccc(S(=O)(=O)N2CCN(C(=O)CCCOc3cccc(C)c3)CC2)cc1	-4	-1.2	-9	0	1	11	4	14	-4
Cc1c(N=C2N=C(NC(=O)c3ccc(F)cc3)c3ccccc32)c(=O)n(-c2ccccc2)n1C	8	65*	-15	0	1	4	9	-2	-9
O=C(CSc1nnc(NC(=O)c2ccccc2Cl)s1)NC1CC1	3	-0.8	-6	2	-3	1	13	3	-19
CCN(CC)S(=O)(=O)c1ccc2c(c1)N(CC(=O)Nc1cccnc1Cl)C(=O)CO2	-4	-1.3	5	1	-1	-8	2	1	1
O=C(Nc1ccc2c(c1)OCCO2)C(c1ccncc1)n1c(=O)c(-c2cc3ccccc3[nH]2)nc2ccccc21 (stereo unspecified)	6	nt	4	15	3	3	nt	13	nt
O=C(Nc1ccc(C(=O)N2CCOCC2)cc1)c1ccccc1	-8	0.5	-12	3	2	-2	-5	2	-5
COc1ccc(-c2nn(-c3ccccc3)cc2/C=C(\CC(=O)O)c2nc3ccccc3s2)cc1OC	3	0.5	-14	8	4	2	8	10	-10

2 entries from above, bar-delimited:
SMILES | CHRM5 antagonist | CRFBP-R2 agonist | CHRM4 antagonist | M4 ag | CHRM5 agonist | CHRM5 PAM | CHRM1 PAM | CHRM4 PAM | CHRM1 antagonist
Cc1noc(C)c1C(=O)N(C)Cc1ccccc1 | 1 | -0.8 | -14 | 1 | -4 | -1 | -2 | 0 | 1
COc1ccc(N2CCN(C(=O)[C@H](C)NC(=O)c3ccccc3Cl)CC2)cc1 | 14 | 0.8 | -1 | 1 | -2 | -2 | 11 | 2 | -5

(further entries)
SMILES	CHRM5 antagonist	CRFBP-R2 agonist	CHRM4 antagonist	M4 ag	CHRM5 agonist	CHRM5 PAM	CHRM1 PAM	CHRM4 PAM	CHRM1 antagonist
CC1CCCN(CC(=O)N2c3ccccc3Sc3ccccc32)C1 (stereo unspecified)	30*	-1.1	33*	-1	-14	-34	-23	-22	81*
CSc1ccccc1C(=O)NC1CCCCC1	1	-0.7	4	0	-1	-1	5	0	-6
O=C(CCCN1C(=O)c2cccc3cccc(c23)C1=O)N1CCN(c2ncccn2)CC1	1	-2.3	-7	6	3	-5	3	-4	-6
Cc1ccc(S(=O)(=O)N2C[C@H]3[C@H]4C(=O)N(C5CCCCC5)C(=O)[C@H]4CC(=O)[C@H]3[C@@H]2c2ccccc2F)cc1	-8	nt	-10	-1	2	5	6	-1	5
COc1cc(/C=N/NC(=O)C(Cc2c[nH]c3ccccc23)NC(=O)OCC(C)C)cc([N+](=O)[O-])c1OCc1ccccc1 (stereo unspecified)	0	-0.6	-2	1	1	8	3	3	12

Source: PubChem BioAssay (several laboratories)
